Compound activity: PubChem BioAssay, Broad Institute
SIRT5 inh: blocks human SIRT5 desuccinylation of peptide | Q9NXA8 | Purified SirT5, succinyl-peptide AMC, trypsin-coupled fluorescence | inhibition, % at 15 µM | hit rate 1.1% among 330,000 | AID 652115; in the data active = inhibition above about 15%
Target sequence (Q9NXA8 whole entry, looked up): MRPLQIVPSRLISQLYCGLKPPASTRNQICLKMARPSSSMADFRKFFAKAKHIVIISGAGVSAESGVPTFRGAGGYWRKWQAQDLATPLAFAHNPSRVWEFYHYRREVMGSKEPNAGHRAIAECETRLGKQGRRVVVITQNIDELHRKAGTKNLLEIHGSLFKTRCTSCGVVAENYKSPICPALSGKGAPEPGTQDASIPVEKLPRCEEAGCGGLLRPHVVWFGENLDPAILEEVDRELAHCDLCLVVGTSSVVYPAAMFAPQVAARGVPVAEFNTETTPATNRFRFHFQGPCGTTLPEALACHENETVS
Statin myotox sup: suppressors of simvastatin-induced myotoxicity in C2C12 myotubes; ATP luminescence, 48 h; scaled: DMSO 0, geranylgeraniol control 100; rescue of ATP level, % at 7.49 µM; hit rate 0.78% among 330,000; AID 602340;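 active = mean ATP rescue above about 67%, or every replicate alone reaching that limit, limit read from the data, passing the limit was not always enough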;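 note: myotubes were challenged with 10 µM simvastatin during compound exposure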
S100A4 inh HTS: inhibitors of human S100A4 binding to myosin IIA peptide; P26447; S100A4/TAMRA-MyoIIA peptide fluorescence polarization; inhibition, % at 10.7 µM; hit rate 0.14% among 360,000; AID 652163;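 active = mean inhibition of at least 70% across replicates, with every replicate also reaching that level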
Target sequence (P26447 whole entry, looked up): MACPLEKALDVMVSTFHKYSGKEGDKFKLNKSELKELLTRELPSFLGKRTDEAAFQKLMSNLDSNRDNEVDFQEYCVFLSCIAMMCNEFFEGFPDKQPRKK
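Test system – S100A4 monomer (human) · Compound – single-point compound testing · Schedule – 5 min incubation before reading · Probe or stimulus – TAMRA-labelled myosin IIA heavy-chain peptide probe, 5 nM · Benchmarks – neutral control DMSO, positive control TFP · Medium – Calcium-containing HEPES buffer, pH 7.2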
FN deposit inh: fibronectin deposition inhibition; AH1F fibroblasts, Alexa488-fibronectin deposition fluorescence, overnight; inhibition, % at 12.6 µM; hit rate 0.086% among 350,000; AID 743247;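 active = mean inhibition across replicates of 30% or more, regardless of how many single replicates reach that level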;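 note: positive control wells lacked labelled fibronectin entirely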
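Material: AH1F fibroblast monolayer depositing Alexa488-labelled fibronectin into matrix / Amount: 10000 AH1F cells per well / Signal: fluorescence 485/525 nm / Medium: DMEM, 2% serum / Compound: single dose, pinned / Incubation: 1 h cell adhesion before compound, then overnight fibronectin incubation / Reagent: Alexa488-FN, 24 nM final / Read-out: inhibition of fibronectin deposition signal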
CASP6 VEID inh: inhibitors of human caspase-6; purified caspase-6, Z-VEID-R110 cleavage fluorescence; inhibition, % at 12.5 µM; AID 686996; P55212; hit rate 0.53% among 350,000;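 active = mean inhibition across replicates at least about 35%, with every replicate also reaching that limit, limit read from the data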;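 note: 0% = median of neutral control wells and 100% = no fluorescence left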
Target sequence (P55212 24-179 limits assumed): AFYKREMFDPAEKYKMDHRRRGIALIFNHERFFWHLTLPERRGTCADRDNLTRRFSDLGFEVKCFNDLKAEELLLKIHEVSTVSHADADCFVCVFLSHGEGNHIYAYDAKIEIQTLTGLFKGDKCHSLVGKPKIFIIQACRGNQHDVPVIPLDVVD
Target sequence (P55212 194-293 limits assumed): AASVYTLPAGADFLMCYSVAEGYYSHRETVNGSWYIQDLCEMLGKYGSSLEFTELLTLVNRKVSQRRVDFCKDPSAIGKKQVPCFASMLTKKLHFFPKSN
LGR2 inh: Drosophila LGR2 receptor signaling inhibition | inhibition, % at 9.99 µM | HEK293 LGR2, CRE-luciferase, bursicon-stimulated, 4 h | hit rate 0.35% among 380,000;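 active = drop in luminescence signal, shown as inhibition above about 50% in the replicate tests, limit read from the data, passing the limit was not always enough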;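 note: agonist challenge used bursicon conditioned medium at about half maximal strength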
esBAF inh: inhibitors of esBAF chromatin remodeling in mouse ES cells | Bmi1-luciferase knock-in reporter, 24 h; 100% = twice the neutral-well signal | hit rate 2% among 350,000 | reporter increase, % at 12.5 µM; in the data active = activation above about 40%;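 note: 0% = median of the plate's neutral control wells and 100% = double that signal; a rise in the Bmi1 reporter signal indicates esBAF inhibition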
An asterisk follows results filed as active; . = no result given. Some of the compounds tested, so the mix of outcomes need not match the whole.

Value order – S100A4 inh HTS, CASP6 VEID inh, esBAF inh, SIRT5 inh, Statin myotox sup, LGR2 inh, FN deposit inh
#1 CC(=O)Nc1ccc(S(=O)(=O)NC2(C(F)(F)F)C(=O)Nc3c2c(=O)n(C)c(=O)n3C)cc1 (configuration not stated)
  2, 0, -7, -5, 38, -4, .
#2 COc1cccc(-c2ccc3c(c2)O[C@@H](CN(C)C)[C@@H](C)CN([C@@H](C)CO)S3(=O)=O)c1
  -2, -2, -2, -51, -3, 7, .
#3 CC1CCCCN1C(=O)CCC(=O)Nc1nnc(C2CCCCC2)s1 (configuration not stated)
  0, 2, 5, 2, 26, -4, 4
#4 CNc1ccc(Br)cc1C(O)c1ccccc1 (configuration not stated)
  -6, 0, -1, 37*, -11, -15, -13
#5 COc1ccc(N2CCN(C(=O)NCc3ccc(C)cc3)CC2)cc1
  -1, -2, -1, -3, -5, 14, 7
#6 CC(C)CN(C(=O)COC(=O)CNC(=O)c1sc2ccccc2c1Cl)C1CCS(=O)(=O)C1 (configuration not stated)
  1, -2, 3, -1, 3, -7, -1
#7 CCCCN(C(=O)C1CC(=O)N(CCc2ccc(OC)c(OC)c2)C1)c1c(N)n(CCCC)c(=O)[nH]c1=O (configuration not stated)
  -6, 1, ., -3, ., 5, 2
#8 CN1C(=O)c2cc(NS(C)(=O)=O)ccc2OC[C@H]2O[C@@H](CC(=O)O)CC[C@@H]21
  -59, 5, -3, -1, -6, 8, -38
#9 COc1ccc(C(=O)Nc2ccccc2N2CCCC2)cc1
  -4, 1, 3, -1, 10, 1, 0
#10 O=C(Cc1ccccn1)N1CC(=O)N2[C@H](C1)[C@H](c1ccc(C#CC3CC3)cc1)[C@@H]2CO
  23, -1, ., 6, ., -2, .
#11 O=C(Nc1ccc2c(c1)OCCO2)C1C(=O)Nc2ccccc2C(=O)N1C1CCCCC1 (configuration not stated)
  2, -3, ., -2, ., -2, .
#12 C[C@@H](O)C#Cc1ccc2c(c1)O[C@@H](CN(C)C(=O)Cc1ccccn1)[C@@H](C)CN([C@@H](C)CO)S2(=O)=O
  -14, 1, 1, 3, 13, -7, .
#13 COc1ccc(N2C(=O)C(OC(C)=O)C2c2ccc(C)cc2)cc1 (configuration not stated)
  ., ., 1, ., 1, 14, .
#14 CCN1CCN(c2ccc(S(=O)(=O)N3CCOCC3)cc2N)CC1
  -23, 0, -4, 2, 5, -8, 4
#15 COCC(=O)N1[C@H](C#N)[C@H](c2ccccc2-c2ccc(C)cc2)[C@H]1CO
  6, 3, ., -5, ., 9, -12
#16 CCCC#Cc1ccc2c(c1)O[C@H](CN(C)Cc1ccccc1)[C@H](C)CN([C@H](C)CO)S2(=O)=O
  ., ., -5, ., -7, 17, 9
#17 C(#CSCc1ccccc1)SCc1ccccc1
  -20, 3, 39, -4, 9, -25, -5
#18 Cc1cccc(C)c1NC(=O)C(c1ccnc2ccccc12)N1CCN(CCN(C)C)CC1 (configuration not stated)
  0, -10, ., 5, ., -7, 16
#19 Cc1cc(C(=O)Nc2cccc3c2O[C@H](CN(C)C(=O)Nc2ccc4c(c2)OCO4)[C@@H](C)CN([C@H](C)CO)C3=O)n(C)n1
  -10, 1, 6, -3, -11, 24, .
#20 CCOC(=O)CSc1nc2cc3c(cc2cc1CC)OCCO3
  ., ., -7, ., 16, ., 0
#21 CN(C)c1ccc(NC(=S)Nc2ccc3c(c2)c(=O)n(C)n3-c2ccc(C(C)(C)C)cc2)cc1
  6, 4, 2, ., -21, -9, -2
#22 CCCCN(C(=O)COC(=O)c1nc2nc(C)cc(C)n2n1)C1CCS(=O)(=O)C1 (configuration not stated)
  0, 3, 4, -3, 15, 14, -3
#23 C[C@H](CO)N1C[C@H](C)[C@@H](CN(C)Cc2ccc3c(c2)OCO3)Oc2ccc(NC(=O)Cc3ccccc3)cc2CC1=O
  1, -3, 0, 4, -28, 5, 8
#24 Cc1ccc(S(=O)(=O)Nc2ccc3c(c2)CC(=O)N([C@H](C)CO)C[C@H](C)[C@H](CN(C)Cc2ccccc2)O3)cc1
  18, 5, 12, 2, 16, 2, .
#25 O=C(C[C@H]1C=C[C@H](NC(=O)C2CC2)[C@H](CO)O1)Nc1nccs1
  3, 16, 5, -5, 0, 6, -19
#26 O=C(c1ccc(Cn2c(=O)[nH]c3ccccc3c2=O)cc1)N1CCN(c2ccccn2)CC1
  -1, 4, 12, 1, -3, -10, 2
#27 O=C(NCCCN1CCOCC1)c1ccc(NC(=O)C2COc3ccccc3O2)cc1 (configuration not stated)
  -4, -10, ., -5, ., -10, 1
#28 C[C@@H]1NS(=O)(=O)c2c(F)cccc2O[C@@H]1c1ccccc1
  -3, 0, ., ., ., 9, 13
#29 CCOc1cc(S(=O)(=O)N2CCCCC2)ccc1F
  5, 5, 6, 1, -15, ., .
#30 C[C@H]1CN([C@@H](C)CO)C(=O)c2cc(NC(=O)c3ccncc3)ccc2O[C@@H]1CN(C)Cc1ccc(Oc2ccccc2)cc1
  -17, -2, 1, -4, -19, 0, 14
#31 COc1ccc(Nc2nc3c(C)cccc3cc2C#N)cc1
  0, -1, ., 0, ., -14, 3
#32 O=c1c2cnn(-c3ccccc3Cl)c2ncn1Cc1cccnc1
  3, -4, -1, 5, 1, -11, .
#33 Cn1c(SCC(=O)NN2C(=O)NC(C)(c3ccccc3)C2=O)nnc1-c1ccncc1 (configuration not stated)
  4, -2, -5, -1, 5, -13, 1
#34 NC(=O)c1ccsc1NC(=O)COC(=O)Cc1c[nH]c2ccccc12
  0, 4, 3, -5, 5, -3, -5
#35 COc1cccc(-n2nnnc2SCC(=O)Nc2cccc(C)n2)c1
  39, 0, 4, -9, -11, -1, .
#36 C[C@H]1CCCCO[C@H](CN(C)Cc2ccccc2)[C@@H](C)CN([C@@H](C)CO)C(=O)c2cc(NC(=O)C3CCCCC3)ccc2O1
  0, -2, 7, 0, ., 2, .
#37 COC(=O)CN1C(=O)Nc2ccc(C)cc2C1c1ccccc1 (configuration not stated)
  6, 1, ., -2, ., -19, 3
#38 CCc1ccc(OCC(O)CNC(C)(C)C)cc1 (configuration not stated)
  -9, 3, 1, 1, -25, 3, .
#39 COc1ccc(-c2cn(Cc3ccc(C(N)=O)cc3)c(-c3ccc(Cl)nc3)n2)cc1
  3, 4, 31, 0, 11, -22, 7
#40 FC(F)(F)c1nc(Sc2ncccc2C(F)(F)F)n[nH]1
  2, -1, 9, -2, 7, -2, 0
#41 Cc1cccc(N(CC(=O)NCCSCc2ccccc2)S(C)(=O)=O)c1C
  4, 4, ., 1, ., -8, -11
#42 C=CCn1c(SCC(=O)c2ccc(O)c(O)c2)nnc1-c1cccc(C)c1
  1, 21, 1, 0, 6, 4, -6
#43 C[C@@H](NC(=O)C[C@@H]1C[C@H]2c3cc(NC(=O)CN(C)C)ccc3O[C@H]2[C@H](CO)O1)c1ccccc1
  -9, -1, 2, -2, 1, 1, -13
#44 CCC(=O)N1[C@@H]2c3ccc(-c4ccc(F)cc4)c(=O)n3C[C@@H]2[C@@H](CO)[C@@H]1C(=O)N(C)C
  27, 0, 1, -20, -5, -12, -1
#45 CC(c1nnc(SCC(=O)Nc2ccc3[nH]c(=O)[nH]c3c2)n1Cc1ccccc1)N(C)C (configuration not stated)
  ., ., -6, ., 5, ., -24
#46 Cc1ccc(S(=O)(=O)N2CCN(C3CC4CCC3C4)CC2)cc1 (configuration not stated)
  -8, 2, 1, ., 9, 8, -2
#47 O=C(NCC1CCCO1)C(=O)N/N=C\c1ccc2c(c1)OCO2 (configuration not stated)
  -1, 2, -7, 1, -5, 11, -4
#48 COc1cccc(NC(=O)N[C@@H]2CC[C@@H](CC(=O)Nc3ccccc3)O[C@@H]2CO)c1
  0, 1, 0, -1, 5, -19, 1
#49 C[C@@H]1CCCCO[C@H](CN(C)CC2CC2)[C@H](C)CN([C@@H](C)CO)C(=O)c2cc(NC(=O)Nc3ccc4c(c3)OCO4)ccc2O1
  -1, -1, 2, -4, ., -1, 0
#50 O=C1C=C(NCc2ccccc2)CCC1
  -6, -4, ., -4, ., -4, 5

Additional results
Value order – S100A4 inh HTS, CASP6 VEID inh, esBAF inh, SIRT5 inh, Statin myotox sup, LGR2 inh, FN deposit inh
#51 Cc1ccc(C(=O)NN=C2CCCC2)cc1C
  -8, -1, 5, 0, -5, -10, -8
#52 CN(C)CC[C@@H](c1ccc(Br)cc1)c1ccccn1
  -1, -5, -4, 3, -1, -11, 2
#53 Cc1cccc(-c2ccc([C@@H]3[C@@H](CO)N4C(=O)CN(C(=O)NC5CCCCC5)C[C@H]34)cc2)c1
  -15, ., ., 0, ., 0, .
#54 CCOC(=O)c1c(CSc2ccc(C)cc2)oc2ccc(O)cc12
  ., ., 3, ., 23, 7, -8
#55 CCOC(=O)CN1C(=O)C(O)(CC(=O)c2ccc3c(c2)CCCC3)c2ccccc21 (configuration not stated)
  ., ., 3, ., 55, ., -4
#56 COC(=O)CCC(=O)OC1(C)C(=O)C2=CN(C(CO)CO)C(c3ccc(OC)cc3)=CC2=C(Br)C1=O (configuration not stated)
  -9, 25, ., -1, ., 14, -13
#57 O=C(c1ccccc1)c1ccc(OCC(O)CNCc2ccc(Cl)cc2)cc1 (configuration not stated)
  1, -2, 2, 3, 6, -5, 7
#58 O=C(CSC1CC(=O)N(c2ccc(C(=O)O)cc2)C1=O)Nc1ccc2ccccc2c1 (configuration not stated)
  2, 5, ., 0, ., -1, 1
#59 Cc1ccc(NC(=O)[C@H](C)NC(=O)C2CCN(C(=O)[C@@H](NC(=O)OC(C)(C)C)C(C)C)CC2)cc1
  -6, -4, -2, -3, 12, -1, .
#60 CC(=O)N1CCc2cc(S(=O)(=O)NC(Cc3ccccc3)C(=O)NCCN3CCCCC3C)ccc21 (configuration not stated)
  -13, -1, ., 4, ., -19, -1
#61 COc1cc(OC)c(C2=NOC(C(=O)NCc3cccs3)C2)cc1Cl (configuration not stated)
  -4, -1, ., ., ., -8, .
#62 C[C@@H]1CCCCO[C@H](CN(C)C(=O)c2ccncc2)[C@@H](C)CN([C@H](C)CO)C(=O)c2cc(NC(=O)c3ccccc3)ccc2O1
  3, -2, -8, 8, ., -30, .
#63 CCN(C(=O)CSc1cc(C)c2ccc(OC)cc2n1)C1CCS(=O)(=O)C1 (configuration not stated)
  1, 7, ., -2, ., -8, 3

Reformatted as a markdown table: 5 of the compounds above.
| no. | smiles | S100A4 inh HTS | CASP6 VEID inh | esBAF inh | SIRT5 inh | Statin myotox sup | LGR2 inh | FN deposit inh |
| --- | --- | --- | --- | --- | --- | --- | --- | --- |
| 37 | COC(=O)CN1C(=O)Nc2ccc(C)cc2C1c1ccccc1 (configuration not stated) | 6 | 1 | . | -2 | . | -19 | 3 |
| 38 | CCc1ccc(OCC(O)CNC(C)(C)C)cc1 (configuration not stated) | -9 | 3 | 1 | 1 | -25 | 3 | . |
| 39 | COc1ccc(-c2cn(Cc3ccc(C(N)=O)cc3)c(-c3ccc(Cl)nc3)n2)cc1 | 3 | 4 | 31 | 0 | 11 | -22 | 7 |
| 40 | FC(F)(F)c1nc(Sc2ncccc2C(F)(F)F)n[nH]1 | 2 | -1 | 9 | -2 | 7 | -2 | 0 |
| 41 | Cc1cccc(N(CC(=O)NCCSCc2ccccc2)S(C)(=O)=O)c1C | 4 | 4 | . | 1 | . | -8 | -11 |
